Compound activity: PubChem, several laboratories
NR2E3 ag-1: activates human photoreceptor nuclear receptor NR2E3. Q9Y5X4. GST-NR2E3/biotin-RetCOR TR-FRET, 1536-well. inhibition of corepressor binding, % at 4.78 µM. 0.12% of 320,000 active. AID 2300;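 active means percent inhibition above the cutoff of mean plus 3 SD of all tested compounds, set per screening campaign, cut at about 20% in these data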;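 further: 0% = DMSO wells and 100% = biotin wells as full block of FRET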
Target sequence (Q9Y5X4 whole entry, looked up): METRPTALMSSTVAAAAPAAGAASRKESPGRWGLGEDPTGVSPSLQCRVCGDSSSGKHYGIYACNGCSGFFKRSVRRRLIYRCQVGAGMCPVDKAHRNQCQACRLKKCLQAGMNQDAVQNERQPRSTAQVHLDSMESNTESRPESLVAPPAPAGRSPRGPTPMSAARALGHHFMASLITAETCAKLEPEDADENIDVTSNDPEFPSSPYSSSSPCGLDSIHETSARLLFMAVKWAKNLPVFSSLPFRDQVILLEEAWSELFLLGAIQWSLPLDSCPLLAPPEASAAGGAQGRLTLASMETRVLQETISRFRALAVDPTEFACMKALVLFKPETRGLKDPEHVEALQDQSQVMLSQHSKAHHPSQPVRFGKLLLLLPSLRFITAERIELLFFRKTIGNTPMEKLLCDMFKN
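Test system: GST-NR2E3 and biotin-RetCOR proteins | Quantity: 1.35 nM GST-tagged NR2E3 final | Medium: Tris pH 7.5 | Also added: 7 nM biotin-RetCOR | Dosing: Compound at 4.8 µM, single dose | Timing: 5 h at 4 °C | Detection: Time-resolved FRET | Read-out basis: Percent inhibition | Benchmarks: Biotin wells as high control, 0.6% DMSO wells as low control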
Peg3 prom inh: reduces Peg3 promoter-driven luciferase expression in HeLa; HeLa PEG-Prom luciferase reporter, luminescence, overnight; 1.7% of 360,000 active; inhibition, % at 20 µM;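 active means inhibition of at least 50% at 20 µM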
CF NFkB block: blocks PAF-induced NF-kB reporter in cystic fibrosis cells; KKLEB NF-kB-GFP reporter, GFP fluorescence overnight; 0.86% of 360,000 active; AID 588850; inhibition, % at 5 µM;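 active means at least 50% inhibition at 5 µM, scaled per plate between neutral and stimulator controls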;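 further: PAF is a Pseudomonas aeruginosa culture filtrate used as stimulus; plate controls were PAF-stimulated DMSO wells for no effect and unstimulated DMSO wells for full effect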
NR2E3 ag-2: activates human NR2E3 receptor; Q9Y5X4; CHO-S Gal4-NCOR/VP16-NR2E3 two-hybrid, luciferase; inhibition of corepressor binding, % at 3.98 µM; AID 602229; 0.35% of 360,000 active;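 active means inhibition above the mean of all tested compounds plus 3 SD, cut at about 70% in these data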;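 further: 0% = DMSO with NR2E3 transfected cells and 100% = cells lacking NR2E3 construct; higher means lower luciferase signal from less NR2E3 corepressor binding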
HIF-2a inh: inhibitors of HIF-2a; 786-0 RCC cells HIF-2a reporter, luciferase luminescence, overnight; 0.72% of 360,000 active; inhibition, % at 18.8 µM;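 active means inhibition of the luminescence signal of 40% or more relative to plate controls, in a single-dose primary screen at 18.75 µM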
TRPM1 prom inh: inhibitors of MITF-driven TRPM1 promoter in melanoma cells | SK-MEL-5 TRPM1 promoter luciferase, 24 h | 0.83% of 330,000 active | inhibition, % at 12.5 µM | AID 488899;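 active means mean inhibition across replicates of 60% or more, whatever share of single replicates reaches that level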; further: values of inactives mirror those of a sister screen read the other way
TWEAK-Fn14 inh: TWEAK-Fn14 signaling inhibition; TWEAK-stimulated Fn14 reporter cells, luciferase luminescence, 8 h; inhibition, % at 10 µM; 2% of 360,000 active; AID 1159606; in the data active means inhibition above about 50%
Shn3 3UTR inh: Schnurri-3 reporter inhibition in Clone20 osteoblasts; 0.52% of 360,000 active; AID 588674; Clone20 osteoblast Shn3 3'UTR firefly luciferase, 24 h; inhibition, % at 12.5 µM;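 active means mean inhibition of at least 75% with every replicate also reaching 75%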;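 further: 0% = median of neutral control wells and 100% = pilot-screen positive control compound; some compounds past the cut are filed as inactive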
KKLEB tox: CF airway cell cytotoxicity counter-screen | 0.36% of 360,000 active | activity change (cytotoxicity), % at 5 µM | KKLEB CF airway cells viability, ATPlite luminescence, overnight; active compounds read low; cells stimulated with P. aeruginosa culture filtrate | AID 602141;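 active means corrected activity change at or below -50% at 5 µM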
aDG glyco up: alpha-DG glycosylation activation; 0.22% of 360,000 active; Pro5-aDG cells, alpha-DG glycosylation AlphaScreen (IIH6); 0% Pro5, 100% B10-LARGE cell signal; activation, % at 10 µM;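 active means activation of at least 8% versus controls, or a plate z-score of at least 8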;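 further: Pro5 are CHO cells carrying HIG-tagged alpha-DG that lacks glycosylation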
hiPSC survival: hiPSC single-cell survival enhancement; ATPlite luminescence; 100% = ROCK inhibitor wells, 0% = DMSO; AID 602274; survival enhancement, % at 20 µM; 0.044% of 360,000 active; in the data active means survival enhancement above about 18%;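 further: cells exposed to compounds for 16 hours before the ATP read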
* hit, by the source's call; · = no result given.

SMILES	NR2E3 ag-1	Peg3 prom inh	CF NFkB block	NR2E3 ag-2	HIF-2a inh	TRPM1 prom inh	TWEAK-Fn14 inh	Shn3 3UTR inh	KKLEB tox	aDG glyco up	hiPSC survival
C=CCN1C(=O)C(CC(=O)O)SC1=Nc1ccc(C)cc1 (centres undefined)	-1	-1	-18	4	11	5	1	-3	7	-0.1	0.7
CC(/C=N/Nc1nc(N2CCCCC2)nc(N2CCCCC2)n1)=C\c1ccccc1	-2	38	-14	-8	-18	-1	1	39	4	-0.3	-3.4
COc1ccc(S(=O)(=O)N2CCN(C(=O)c3c(C)nn(-c4ccccc4)c3C)CC2)cc1	2	1	20	13	8	0	4	-9	-2	0.5	-2.1
CCc1cccc(NC(=O)C2CCCN(c3ncnc4c3nc3n4CCCCC3)C2)c1 (centres undefined)	0	43	10	-9	12	-4	17	8	14	0.1	-0.5
O=C(Cc1ccccc1)Nc1ccnn1C1CCN(Cc2nccs2)CC1	4	-18	-22	-25	6	6	2	-7	8	0.1	-0.4
O=C(CCC1CCCCC1)Nc1c2c(nn1-c1ccc(F)cc1)CS(=O)(=O)C2	4	0	0	-17	27	-1	3	18	9	-0.1	1.4
O=C1Nc2ccc(Br)cc2C1=Nc1cccnc1	1	6	-9	11	20	·	19	0	25	2.5	-0.5
NC(=O)c1cc(S(=O)(=O)N2CC=C(c3ccccc3)CC2)cs1	0	3	-10	21	11	5	0	21	0	-0.1	-0.5
Cc1ccc(C(c2nnnn2CS(=O)(=O)c2ccc(C)cc2)N2CCN(c3ncccn3)CC2)cc1 (centres undefined)	2	-3	9	-31	13	12	-2	-5	-8	-0.1	-0.8
Cc1cc(N2CCN(C)CC2)nc(-c2ccccc2O)n1	0	-11	12	7	7	-3	-3	4	-11	0.1	0.7
Cc1nn(Cc2cccc(F)c2)c(C)c1NC(=O)c1c([N+](=O)[O-])c(C)nn1C	1	6	23	-2	4	3	-6	-2	-32	0.0	-3.5
COC(=O)CCCNC(=O)c1ccccn1	-2	5	-18	-17	6	-12	-1	5	3	-0.2	-0.7
Cc1ccc2cc(CN(CCCO)S(=O)(=O)c3cccc4nsnc34)c(=O)[nH]c2c1	2	18	-4	-32	-3	3	6	4	1	-0.2	-1.6
Nn1c(SCC(=O)NC2CCCCC2)nnc1-c1ccc(Cl)cc1	-5	14	11	-13	6	6	-8	19	-20	-0.2	-1.6
COc1ccc(S(=O)(=O)NCc2cccs2)cc1	-3	10	5	0	11	7	4	-2	-5	-0.1	0.1
COC(=O)c1c(NC(NC(=O)CC(C)C)C(Cl)(Cl)Cl)sc2c1CCC2 (centres undefined)	-1	19	16	-29	28	0	10	2	-8	-0.2	-0.3
O=S(=O)(NC1Cc2ccccc2C1)c1ccccc1	·	37	1	-16	3	-1	5	-10	2	0.3	-0.4
Cc1cc(C)cc(C(=O)NC(CC(N)=O)c2ccc(N3CCN(C)CC3)c([N+](=O)[O-])c2)c1 (centres undefined)	0	6	-9	-14	10	12	-7	4	1	-0.2	1.2
CC(C)COc1ccc(N)cc1OCC(C)C	3	9	19	8	15	2	7	0	0	-0.7	1.1
CCc1nc2ccc(C(=O)NCCCn3ccnc3)cn2c1N(C)Cc1cc2ccccc2s1	·	25	-5	-16	6	·	13	-2	-17	0.0	-2.4
Cc1ccc(CCNC(=O)c2coc3nc4ccccc4nc23)cc1	3	5	4	-29	9	16	16	4	7	-0.2	-0.7
CN(C(=O)CN1C(=O)NC(C)(c2cccc(Br)c2)C1=O)C1CCCCC1 (centres undefined)	2	11	3	-17	7	-1	5	27	-13	0.1	-0.2
CNC(=S)NNC(=O)c1ccccc1Br	1	6	-4	-3	2	-7	-9	4	4	-0.1	-0.2
CCCC(=O)NC(=S)Nc1cccc(-c2nc3ncccc3o2)c1	3	-9	3	7	-41	1	-7	-3	2	0.0	-0.6
COc1ccc(-c2oc3ccccc3c(=O)c2OC(=O)c2ccc(C)cc2)cc1	-1	-115	21	7	-22	-61	-10	3	6	-0.5	-2.3

Single records (already shown). Order of screens: NR2E3 ag-1 | Peg3 prom inh | CF NFkB block | NR2E3 ag-2 | HIF-2a inh | TRPM1 prom inh | TWEAK-Fn14 inh | Shn3 3UTR inh | KKLEB tox | aDG glyco up | hiPSC survival
CCc1cccc(NC(=O)C2CCCN(c3ncnc4c3nc3n4CCCCC3)C2)c1 (centres undefined) in the list: 0 | 43 | 10 | -9 | 12 | -4 | 17 | 8 | 14 | 0.1 | -0.5
Cc1ccc(CCNC(=O)c2coc3nc4ccccc4nc23)cc1 in the list: 3 | 5 | 4 | -29 | 9 | 16 | 16 | 4 | 7 | -0.2 | -0.7
Nn1c(SCC(=O)NC2CCCCC2)nnc1-c1ccc(Cl)cc1 in the list: -5 | 14 | 11 | -13 | 6 | 6 | -8 | 19 | -20 | -0.2 | -1.6
COc1ccc(S(=O)(=O)NCc2cccs2)cc1 in the list: -3 | 10 | 5 | 0 | 11 | 7 | 4 | -2 | -5 | -0.1 | 0.1
O=C(Cc1ccccc1)Nc1ccnn1C1CCN(Cc2nccs2)CC1 in the list: 4 | -18 | -22 | -25 | 6 | 6 | 2 | -7 | 8 | 0.1 | -0.4

(continued)
SMILES	NR2E3 ag-1	Peg3 prom inh	CF NFkB block	NR2E3 ag-2	HIF-2a inh	TRPM1 prom inh	TWEAK-Fn14 inh	Shn3 3UTR inh	KKLEB tox	aDG glyco up	hiPSC survival
Oc1ccccc1/C=N/Nc1ncc(Br)cn1	-3	-121	-13	-92	-192	-13	-28	72	13	2.5	-0.2
CCOc1ccccc1NC(=O)c1cc(Cl)ccc1NC(=O)c1ccco1	3	15	10	-11	10	4	3	9	1	0.3	1.1
COc1ccc(COC(=O)Nc2c(SC)nsc2SC)cc1	1	9	4	-32	5	1	-4	-39	3	0.3	0.6
Cc1cc(-n2[nH]c(C)c(C)c2=O)nc(-c2ccccc2O)n1	0	37	-3	-12	4	26	26	21	-3	0.2	-0.8
CCc1nc(C)cn1S(=O)(=O)c1ccc(Br)cc1	·	3	-2	1	-70	3	-5	14	0	-0.1	-0.1
Cc1ccc(O)c(NC(=O)CSc2n[nH]c(-c3ccccc3)n2)c1	-1	7	14	-4	-9	11	49	57	2	0.9	1.0
Cc1nn(C)c(C(=O)NNC(=O)Nc2cccc(C(F)(F)F)c2)c1Cl	0	19	24	-3	13	9	-10	34	7	0.5	-0.1
Cc1ccc(-n2nnc3c(=O)n(Cc4ccccn4)cnc32)cc1C	2	-18	-17	-16	-22	-7	-15	-10	4	-0.1	3.9
CNC(=S)N/N=C/c1cn(Cc2c(F)cccc2Cl)c2ccccc12	0	2	-16	5	-2	0	8	1	-6	3.2	-0.9
CCC(Oc1ccc2c(c1)C(=O)CC(C)(C)O2)C(=O)NCCN1CCCCCC1 (centres undefined)	0	4	3	7	-7	-4	-6	0	-1	0.1	-3.0
CCCN(CCC)CCNS(=O)(=O)c1ccc2c(c1)oc(=O)n2C	3	-1	-5	9	6	5	-1	-3	-5	-0.1	-1.4
O=C(Nc1ccc(F)c(Cl)c1)c1cc(C2CCCN(S(=O)(=O)c3cccc4cccnc34)C2)on1 (centres undefined)	·	-59	-2	-38	-154	·	36	-8	-1	0.1	0.3
O=C(NCCc1c[nH]c2ccccc12)c1ccc2c(c1)OCO2	1	-395	5	-114	-227	-66	6	-104	0	0.1	0.0
Cn1c(=O)[nH]c(=O)c2c1nc(NCCCO)n2CCOc1ccccc1	1	0	2	-10	18	8	11	4	-1	-0.1	0.9
CC(=O)OC[C@H]1COc2ccc3ccccc3c2[C@H]1N(C)C(C)=O	1	-5	16	-11	14	4	0	9	4	-0.1	-0.5
CCN1CCCn2c1nc1c2c(=O)n(C)c(=O)n1C	0	0	14	-11	1	-9	13	21	3	0.0	2.2
CCOc1ccc(-n2cnnn2)cc1S(=O)(=O)NCc1ccccc1	0	14	4	-3	-6	1	-6	3	-5	-0.1	0.2
O=C(NCc1cccnc1)c1cnc2sccn2c1=O	2	-19	4	13	7	-4	-12	-54	0	-0.1	1.9
CN(Cc1ccc(F)cc1)S(=O)(=O)c1ccc2[nH]c(=O)[nH]c2c1	·	6	1	9	5	·	-14	-5	13	0.0	1.0
COc1ccccc1-c1nnc(N)s1	-2	-5	5	-6	-1	3	-2	-21	12	-0.6	-0.2
C#CCOc1ccc(/C=C2/C(=O)NN(c3ccccc3)C2=O)cc1OC	0	14	-2	-17	17	-4	-32	-63	2	-0.1	0.3
O=C(NN=C1CCCCCC1)C(=O)Nc1cccc(Br)c1	0	-152	12	2	-114	-15	1	-10	4	0.1	0.0
CCN=c1scc(C)n1/N=C/c1cc(Br)c(O)c(Br)c1	-3	-21	2	-26	-38	-11	10	-8	6	-0.4	-0.1
CCN(C(=O)C(C)N1C(=O)/C(=C/c2ccco2)SC1=S)C1CCS(=O)(=O)C1 (centres undefined)	3	45	23	-15	-4	14	-29	11	12	0.3	0.7
COc1ccccc1N(CC(O)Cn1ccnc1C)S(=O)(=O)c1ccc(C)cc1 (centres undefined)	5	-15	-8	15	12	5	11	-9	0	0.5	-0.3
SMILES	NR2E3 ag-1	Peg3 prom inh	CF NFkB block	NR2E3 ag-2	HIF-2a inh	TRPM1 prom inh	TWEAK-Fn14 inh	Shn3 3UTR inh	KKLEB tox	aDG glyco up	hiPSC survival
Brc1ccc(-c2nnc3n2CCCCC3)cc1	-1	-3	12	-11	13	8	-32	13	4	-0.2	1.2
CCOC(=O)c1ccc(NC(=O)NCCN2CCCCC2)cc1	0	2	2	-24	-36	-8	-3	-30	-26	0.1	0.1
NC(=O)CSc1nc(-c2ccccc2)nc2c1CCCC2	-2	3	11	-5	23	7	13	-10	0	0.8	-0.7
CC(C)CCn1c(=O)c2ccccc2n2c(CCC(=O)NCC3CCCO3)nnc12 (centres undefined)	-1	11	-24	-16	7	-5	7	11	-2	0.1	1.4
NC(=O)C1CCN(c2oc(-c3ccc(F)cc3)nc2S(=O)(=O)c2ccccc2)CC1	4	17	-4	-20	15	3	0	-4	-1	-0.2	0.9
COc1ccc(OC)c(N(C(=O)c2ccco2)C(C(=O)NC2CCCC2)c2cc(OC)c(OC)c(OC)c2)c1 (centres undefined)	2	-2	1	-25	1	2	7	14	-3	0.0	0.2
CCCc1nnc(NC(=O)C(C)N2C(=O)C3C4C=CC(C4)C3C2=O)s1 (centres undefined)	0	11	-18	-20	11	8	5	20	6	0.0	17
CC(C)(C)NC(=O)Cn1c(SCC(=O)N2CCCCCC2)nc2ccccc21	0	-9	-1	-21	15	8	1	8	0	0.3	-0.7
Cc1cc(C)nc(SCc2nnc(SCC(=O)OC3CCCCC3)o2)n1	1	7	6	-1	10	4	-10	-13	-3	0.0	1.8
CCc1cc(OCCOCCN(C)C)ccc1Cl	2	-2	-4	-22	10	12	3	4	7	0.3	1.6
CCc1ccc2[nH]c(=O)c(CN(Cc3nnnn3C3CCCC3)C3CCCCC3)cc2c1	1	-35	7	4	-82	-5	0	12	-6	0.4	0.2
Cc1oc(-c2ccccc2F)nc1CS(=O)CC(=O)NC1CCCCC1 (centres undefined)	3	0	8	-37	4	·	6	-1	3	-0.1	0.5
COc1ccc(/C=N/NC(=O)c2ccccc2)cc1CN1CCN(c2ccc(F)cc2)CC1	-2	10	-1	-18	-12	-26	13	3	-5	0.3	1.3
